# DT40 TDP1 CPT: DT40-hTDP1 cell growth loss with CPT. chicken DT40 Tdp1-/-;hTDP1 cells + 20 nM CPT, ATP luminescence, 48 h. Potency, µM (titrated, usually from 46.2 µM), for the others: at the top dose activity change, negative = growth inhibition, most hits filed as inhibitors. actives 12% (n = 420,000); further: nearly all actives have a fitted effect of over 55% in size
#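 Chicken DT40 Tdp1-/- cells complemented with human TDP1, 400 cells/well, exposed to compounds plus 20 nM camptothecin for at least 48 h at 37 C; viability read as ATP content by CellTiter-Glo luminescence.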
# FEN1 inh: blocks human flap endonuclease 1; actives 0.35% (n = 390,000); Recombinant FEN1 flap cleavage, fluorescence, 15 min; Potency, µM (top dose mostly 114 µM), without a hit: at the top dose activity change, negative = inhibition, usual class: inhibitors; AID 588795; P39748; further: nearly all actives have a fitted effect of over 65% in size
#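 Quantitative HTS format: each compound was titrated, incubated with 10 nM nuclease for 15 min at room temperature, then challenged with flap substrate at 50 nM final. Signal change over 15 min gave concentration–effect curves.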
# GCN5L2 inh: GCN5L2 (KAT2A) acetyltransferase inhibition; GCN5L2 HAT assay, ThioGlo1 CoA-SH fluorescence; AID 504327; actives 0.21% (n = 390,000); Q92830; Potency, µM (doses to about 58.9 µM), for inactives: top-dose activity change, negative = inhibition, hits mostly inhibitors
# Target sequence (Q92830 whole entry, looked up): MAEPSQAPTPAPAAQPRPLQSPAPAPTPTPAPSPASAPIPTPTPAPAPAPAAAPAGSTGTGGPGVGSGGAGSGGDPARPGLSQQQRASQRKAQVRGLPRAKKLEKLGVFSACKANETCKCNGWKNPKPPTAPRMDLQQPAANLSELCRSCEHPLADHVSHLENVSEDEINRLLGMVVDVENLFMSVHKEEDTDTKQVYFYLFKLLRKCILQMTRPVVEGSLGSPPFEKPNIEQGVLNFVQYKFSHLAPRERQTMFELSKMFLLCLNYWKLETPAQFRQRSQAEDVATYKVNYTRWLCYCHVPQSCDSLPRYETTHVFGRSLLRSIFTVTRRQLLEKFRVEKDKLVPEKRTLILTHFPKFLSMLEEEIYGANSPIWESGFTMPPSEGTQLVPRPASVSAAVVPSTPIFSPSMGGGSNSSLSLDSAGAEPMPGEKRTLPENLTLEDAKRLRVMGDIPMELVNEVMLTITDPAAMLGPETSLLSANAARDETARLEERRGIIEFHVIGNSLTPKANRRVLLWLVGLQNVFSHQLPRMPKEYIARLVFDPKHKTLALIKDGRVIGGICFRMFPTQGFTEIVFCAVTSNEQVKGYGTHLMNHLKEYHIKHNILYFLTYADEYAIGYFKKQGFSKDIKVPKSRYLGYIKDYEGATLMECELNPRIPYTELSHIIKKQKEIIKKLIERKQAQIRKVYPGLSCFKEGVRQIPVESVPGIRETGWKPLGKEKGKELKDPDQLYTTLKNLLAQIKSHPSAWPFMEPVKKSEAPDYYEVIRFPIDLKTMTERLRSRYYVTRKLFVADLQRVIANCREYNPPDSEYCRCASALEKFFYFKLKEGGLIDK
#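 Fluorescence readout, Ex340nm/Em540nm: ThioGlo1 (50uM final) reacts with free CoA thiol released as 20nM GCN5L2 acetylates H3(1-25) peptide (75uM) using acetyl-CoA (70uM). Compound and enzyme sat 15 min beforehand; 20 min room-temperature reaction.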
# Numbers without * were called inactive; ? = inconclusive; / = not tested or not shown; [ ] = dose if it differs, or a comment. The call rests on the fitted dose curve; in most records, active means well fitted curve in the direction sought with a large enough effect; inconclusive means small, poorly fitted or top-dose-only effect, or another doubt; inactive means no such curve, though single readings can be large; an effect the other way counts as inactive or inconclusive. On the % scale 0 is the no-effect control and ±100 the full control effect; potency means the concentration at half of the fitted maximal effect.
# Each structure is followed by: FEN1 inh, DT40 TDP1 CPT, GCN5L2 inh
[1] COc1ccccc1N1CCN(Cc2ccc(Cl)cc2Cl)CC1
→ 2%, ?, -15%[0.501 µM]
[2] Cc1cc(-c2ccc(C)c(S(=O)(=O)N3CCOc4ccc(Cl)cc43)c2)on1
→ -3%, 21µM*, 2%
[3] Cc1ccccc1CN1CCNCC1
→ -4%, -15%, 20%
[4] O=C(Nc1ccc(Br)cc1C(=O)O)c1ccc2c(c1)C(=O)N(Cc1ccccc1)C2=O
→ ?, 12%, -6%
[5] Clc1ccccc1C1=NCc2nncn2-c2sc(Br)cc21
→ -11%, 7%, /
[6] Cc1[nH]n(-c2ccccc2)c(=O)c1C(c1ccc([N+](=O)[O-])cc1)c1c(C)[nH]n(-c2ccccc2)c1=O
→ 0%, 16µM*, -1%
[7] Cc1ccc(N2C(=O)NC(=O)C(CCc3ccncc3)(Cc3cccc(Cl)c3Cl)C2=O)cc1 (centres undefined)
→ -2%, -5%, 10%
[8] CC[C@H]1CN(C)C[C@@]2(C(=O)OC)Cc3c([nH]c4ccccc34)C(=O)C[C@@H]12
→ 18%, 13%, /
[9] COc1ccc(O)c(CN2CCCC(C(=O)c3ccccc3SC)C2)c1 (centres undefined)
→ -14%, ?, -13%
[10] CCC(=O)c1ccc(OC(=O)N(C)c2ccccc2)cc1
→ -13%, 0%, 12%
[11] COC(=O)C1=C(c2c(C)noc2C)C[C@@H]2CC[C@H]1N2C(=O)NC1Cc2ccccc2C1
→ -17%, 1%, -7%
[12] CC(O)(CS(=O)(=O)c1cccc(C(F)(F)F)c1)C(=O)Nc1cccc(C(F)(F)F)c1 (centres undefined)
→ -3%, ?, -7%
[13] COC(=O)C1=C(c2c(C)noc2C)C[C@@H]2CC[C@H]1N2C(=O)N1CCOCC1
→ 2%, -10%, -21%
[14] c1ccc(CN2CCC3(CCNCC3)CC2)cc1
→ /, 4.6µM*, -4%
[15] CC(C)NC(=O)N1CCCC2(CCN(C(=O)Oc3ccccc3)CC2)C1
→ /, -21%, 0%
[16] COc1cc2cc(C(=O)N3CC(COS(C)(=O)=O)c4ccc(O)cc43)[nH]c2c(OC)c1OC (centres undefined)
→ -5%, -102%, /
[17] Cl.Cl.Cl.Cl.Cl.Cl.N.N.N.N.NNNNN.NNNNN.O.O.[Ru].[Ru].[Ru]
→ /, ?, ?
[18] C=CCn1c(O)c(C(CC)=NCC2CCCO2)c(=O)[nH]c1=O (centres undefined)
→ -2%, 1%, -14%
[19] COC(=O)c1ccc(C(C(=O)NC2CCCCC2)N(CCN2CCOCC2)C(=O)Cc2cccs2)cc1 (centres undefined)
→ -1%, -12%, -7%
[20] Cc1nc2ccccc2c(=O)n1-c1ccc(C(=O)O)cc1
→ -14%, -9%, 1%
[21] CC1=NN(c2ccccc2)C(=O)C1/C=C1\C(=O)NC(=O)N(c2cc(C)cc(C)c2)C1=O (centres undefined)
→ 6%, -13%, -8%
[22] CCCCN1CC(COCc2ccccc2)Oc2cccc(Oc3ccc(C(C)C)cc3)c2S1(=O)=O (centres undefined)
→ -17%, 10µM*, /
[23] CCOC(=O)C1=C(C)OC(N)=C(C#N)C12C(=O)N(C)c1ccccc12 (centres undefined)
→ 8%, 6%, -18%
[24] CCCCc1cc(=O)oc2cc(OCC(=O)N3C[C@H]4C[C@@H](C3)c3cccc(=O)n3C4)c(Cl)cc12
→ -11%, ?, ?
[25] CN1Cc2cnnn2-c2ccccc2C1C#N (centres undefined)
→ 3%, -21%, /
[26] CSc1ncc(/C=C2/C(=O)NC(=O)N(c3ccc(Cl)cc3)C2=O)cn1
→ 7%, -20%, -5%
[27] C=C(C)[C@@]12OC3(c4ccccc4)O[C@@H]1C1[C@@H]4O[C@]4(CO)[C@@H](O)[C@]4(O)C(=O)C(C)=C[C@H]4[C@@]1(O3)[C@H](C)[C@H]2OC(=O)/C=C/C=C/c1ccccc1 (some centres undefined)
→ -15%, 16µM*, /
[28] CCCN(C/C=C\I)[C@@H]1CCc2ccc(O)cc2C1
→ /, ?, -6%
[29] CC(=O)c1ccc(Oc2ccc(C(=O)c3ccc(C)c(C)c3)cc2[N+](=O)[O-])cc1
→ 1%, 8.2µM*, -1%
[30] COC(=O)C1=C(c2ccccc2)C[C@@H]2CC[C@H]1N2C(=O)NCC1CC1
→ -15%, ?, /
[31] CC(=O)Nc1ccccc1C(=O)OCC(=O)c1ccc2c(c1)OCCO2
→ 0%, 5%, -1%
[32] Cc1ccc(OCC(=O)NCCN2CCN(C(=O)COc3ccc(C)cc3)CC2)cc1
→ 11%, -7%, -5%
[33] COC(=O)C1=C(c2cc3ccccc3s2)C[C@@H]2CC[C@H]1N2C
→ -3%, -9%, -2%
[34] CC(N)C(=O)NC1C2C(=C(O)CC(O)C2O)C(=O)OC1(C)C(Cl)Cl (centres undefined)
→ 0%, 0.18µM*, /
[35] CCC(COC(=O)NC)NC(=O)Oc1cccc(C)c1 (centres undefined)
→ 8%, 2%, -7%
[36] O=C(Cc1ccccc1[N+](=O)[O-])N1CCN(Cc2ccc3c(c2)OCO3)CC1
→ 12%, -20%, -1%
[37] CCC(=Nc1cccc(C(F)(F)F)c1)c1c(O)n(C)c(=O)n(C)c1=O
→ -4%, -16%, -8%
[38] COC(=O)C1=C(c2ccc(OC(F)(F)F)cc2)C[C@@H]2CC[C@H]1N2C(=O)NC1CCCCC1
→ -3%, ?, ?
[39] Cn1cccc1CNCCc1ccccc1F
→ -4%, ?, 0%
[40] CCOc1ccc(C(=O)OC2CC3CCC(C2)N3C)cc1 (centres undefined)
→ -1%, -15%, 13%
[41] CSc1ccccc1NP1(=O)OCC(C)([N+](=O)[O-])CO1 (centres undefined)
→ 0%, -25%, /
[42] OC(CNCCc1c[nH]c2ccccc12)C(F)(F)F (centres undefined)
→ 13%, 19%, -12%
[43] COc1ccc(C(O)C(C)NC(C)C(O)c2ccc(OC)cc2)cc1 (centres undefined)
→ 8%, ?, /
[44] FC(F)(F)c1ccc2c(c1)N(CCCN1CCN(CCCl)CC1)c1ccccc1S2
→ -21%, 8.2µM*, 4%
[45] CC1(C)CC(=O)C=C(NCCN2CCN(C(=O)Cc3ccc(Cl)cc3)CC2)C1
→ -2%, -5%, -2%
[46] C=CCN1C(=O)NC(=O)/C(=C/c2c(CCN(C)C(=O)c3ccccc3)cc3c(c2OC)OCO3)C1=O
→ ?, 4%, -2%
[47] COc1ccc(-c2cc(C(F)(F)F)n3nc(C(=O)N4CCC5(CC4)OCCO5)cc3n2)cc1OC
→ 1%, -23%, /
[48] CN(C)CC1CCCCC1=O (centres undefined)
→ -4%, 5.8µM*, -5%
[49] COC(=O)C1=C(c2ccc(C(C)=O)cc2)C[C@@H]2CC[C@H]1N2C(=O)N1CCC(O)(c2ccc(Cl)cc2)CC1
→ -24%, 16µM*, -10%
[50] Clc1cccc(Cl)c1Cl
→ -5%, -1%, -9%
[51] CN(C[C@H](Cc1ccccc1)N(C[C@H](c1ccccc1)N(CCc1ccccc1)N=O)N=O)N=O
→ -4%, ?, -3%
[52] C=CCn1c(O)c(C(C)=Nc2ccc(N(C)C)cc2)c(=O)[nH]c1=O
→ -5%, ?, -26%

# By substructure: the entries above containing sulfur (11)
# Each structure is followed by: FEN1 inh, DT40 TDP1 CPT, GCN5L2 inh
[2] Cc1cc(-c2ccc(C)c(S(=O)(=O)N3CCOc4ccc(Cl)cc43)c2)on1
→ -3%, 21µM*, 2%
[5] Clc1ccccc1C1=NCc2nncn2-c2sc(Br)cc21
→ -11%, 7%, /
[9] COc1ccc(O)c(CN2CCCC(C(=O)c3ccccc3SC)C2)c1 (centres undefined)
→ -14%, ?, -13%
[12] CC(O)(CS(=O)(=O)c1cccc(C(F)(F)F)c1)C(=O)Nc1cccc(C(F)(F)F)c1 (centres undefined)
→ -3%, ?, -7%
[16] COc1cc2cc(C(=O)N3CC(COS(C)(=O)=O)c4ccc(O)cc43)[nH]c2c(OC)c1OC (centres undefined)
→ -5%, -102%, /
[19] COC(=O)c1ccc(C(C(=O)NC2CCCCC2)N(CCN2CCOCC2)C(=O)Cc2cccs2)cc1 (centres undefined)
→ -1%, -12%, -7%
[22] CCCCN1CC(COCc2ccccc2)Oc2cccc(Oc3ccc(C(C)C)cc3)c2S1(=O)=O (centres undefined)
→ -17%, 10µM*, /
[26] CSc1ncc(/C=C2/C(=O)NC(=O)N(c3ccc(Cl)cc3)C2=O)cn1
→ 7%, -20%, -5%
[33] COC(=O)C1=C(c2cc3ccccc3s2)C[C@@H]2CC[C@H]1N2C
→ -3%, -9%, -2%
[41] CSc1ccccc1NP1(=O)OCC(C)([N+](=O)[O-])CO1 (centres undefined)
→ 0%, -25%, /
[44] FC(F)(F)c1ccc2c(c1)N(CCCN1CCN(CCCl)CC1)c1ccccc1S2
→ -21%, 8.2µM*, 4%

# Compound profiles, from the list above. Order of values: FEN1 inh | DT40 TDP1 CPT | GCN5L2 inh
# COC(=O)C1=C(c2ccc(C(C)=O)cc2)C[C@@H]2CC[C@H]1N2C(=O)N1CCC(O)(c2ccc(Cl)cc2)CC1 as listed: -24% | 16µM* | -10%
# CN(C[C@H](Cc1ccccc1)N(C[C@H](c1ccccc1)N(CCc1ccccc1)N=O)N=O)N=O as listed: -4% | ? | -3%
# Clc1cccc(Cl)c1Cl as listed: -5% | -1% | -9%
# COc1ccc(-c2cc(C(F)(F)F)n3nc(C(=O)N4CCC5(CC4)OCCO5)cc3n2)cc1OC as listed: 1% | -23% | /

# Screens: PubChem BioAssay, National Center for Advancing Translational Sciences (NCATS)

# Some of the compounds tested (hit frequency here may not be typical).
